Screens as filed in PubChem BioAssay.
PolyA inh: polyadenylation inhibitors in yeast reporter cells, primary screen, luminescence, S. cerevisiae; S. cerevisiae SKY197-pL101 polyadenylation reporter, beta-gal luminescence; efflux-impaired pdr1/pdr3 knockout yeast; score 100 = 6 SD above DMSO; calls only at 12 µM; hit rate 0.02% among 300,000; AID 1875, 2009;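 active = lowest replicate activity score at least 50, where 100 means six control SD above control mean; inconclusive = lowest score under 50 but half or more replicates reach 50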;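 note: yeast exposed to compound for 9 h at 30 °C; higher score means more reporter readthrough which indicates perturbed polyadenylation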
HSF1 inhib: HSF1 inhibitors in luciferase reporter cells, primary screen, cell-based, NIH3T3, luminescence; hit rate 0.77% among 300,000; NIH3T3-HGL HSE-luciferase, MG132-induced, luminescence 8 h; stronger effect = lower value; activity change, negative = inhibition, % at 7.5 µM (by protocol);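 active = more than half of replicate wells show activity change below -50%, luminescence cut by over half; inconclusive = some wells, but at most half, below -50%; inactive = no replicate well below -50%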;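 note: luciferase reports HSF-1 transcriptional activity via heat shock element; 0% = median of DMSO wells and -100% = zero luminescence signal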
HSP90 refold inh: HSP90 inhibitors, primary screen, cell lysate, luminescence. Rabbit reticulocyte lysate, luciferase refolding luminescence, 3 h. Heat shock protein HSP 90 (rabbit reticulocyte lysate; luciferase refolding). hit rate 0.91% among 290,000. inhibition, % at 5.6 µM;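 active = inhibition above the screen-wide mean plus 3 SD, computed separately per campaign, cut at about 16% in these data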;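 note: 0% = DMSO wells and 100% = 60 µM geldanamycin wells; inhibitors lower the luminescence because luciferase stays unfolded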
HSF-1 act: HSF-1 activators, primary screen, NIH3T3-HGL cells, MG132 stress, luminescence, single point; NIH3T3-HGL HSF-1 luciferase reporter, 8 h; 100% = twice DMSO control signal; activation, % at 9 µM; hit rate 1.7% among 300,000; AID 504408, 2011;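 active = mean replicate activation of at least 50% with a set share of replicates each reaching 50%; inconclusive = only one of those two conditions met; inactive = mean below 50% and too few replicates reaching it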;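 note: 0% = median of the neutral control wells and 100% = twice that signal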
DYRK1A inh: rat Dyrk1A kinase inhibitors, primary screen, biochemical, single point, plate reader. inhibition, % at 12.5 µM. Dual specificity tyrosine-phosphorylation-regulated kinase 1A (Rattus norvegicus), Q63470. hit rate 0.43% among 310,000. AID 504441, 2011. ADP-Glo luminescence, NFATc1 peptide; in the data active = inhibition above about 50%;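 note: plate controls were vehicle with enzyme for no effect and no enzyme for full effect; many of its hits are not listed in these tables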
GSK3B inh: human GSK3beta kinase inhibitors, primary screen, biochemical, cell-free homogeneous, HTS; Glycogen synthase kinase-3 beta (Homo sapiens), P49841; GST-GSK3beta kinase, ADP-Glo luminescence, 60 min; stronger effect = lower value; activity score (negative = inhibition), % at 10 µM; hit rate 0.038% among 300,000; AID 2097, 2009;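 active = more than half of replicate wells score below -50%, meaning over 50% inhibition versus plate controls; inconclusive = some replicates but at most half score below -50%; inactive = no replicate scores below -50%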;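 note: 0% = median DMSO wells and -100% = median GW8510 positive control wells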
Target sequence (P49841 whole entry, looked up): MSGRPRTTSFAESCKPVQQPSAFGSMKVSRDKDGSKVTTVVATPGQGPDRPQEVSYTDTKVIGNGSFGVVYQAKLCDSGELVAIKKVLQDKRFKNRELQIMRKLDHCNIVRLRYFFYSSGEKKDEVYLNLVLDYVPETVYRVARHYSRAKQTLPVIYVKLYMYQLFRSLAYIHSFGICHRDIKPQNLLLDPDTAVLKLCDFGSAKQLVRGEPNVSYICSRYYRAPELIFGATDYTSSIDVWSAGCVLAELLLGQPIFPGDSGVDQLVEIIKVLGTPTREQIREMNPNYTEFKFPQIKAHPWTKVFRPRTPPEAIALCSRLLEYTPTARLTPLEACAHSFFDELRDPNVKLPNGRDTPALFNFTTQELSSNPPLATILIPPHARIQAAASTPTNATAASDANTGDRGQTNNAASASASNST
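Assay system: GST-fused GSK3beta enzyme, cell-free / Medium: Tris pH 7.5 buffer with MgCl2, DTT, BSA, heparin / Also added: peptide substrate plus 25 µM ATP (final) / Compound: 10 µM single point / Timing: kinase reaction with compound 60 min at room temperature / Detection: ADP-Glo luminescence / Benchmarks: DMSO neutral wells and GW8510 at 20 µM as positive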
AI-2 QS mod: Vibrio harveyi AI-2 quorum sensing modulators, primary screen, JMH597 strain, luminescence/OD600 ratio. hit rate 0.4% among 300,000. AID 2094, 2009. activity change, % at 7.5 µM. Vibrio harveyi JMH597 AI-2 luminescence/OD600 ratio, 9 h; stronger effect = lower value; strain lacks LuxN and CqsS sensors; 0 = neutral-control median; in the data active = activity change below about -75%, passing the limit was not always enough; inconclusive = no clear call, values can overlap the other calls;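 note: luminescence divided by OD600 gain over 9 h not by final OD600 alone; inactives centre near 13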
HDAC3 inhib: HDAC3 deacetylase inhibitors, primary screen, biochemical, fluorescence, cell-free homogeneous; Histone deacetylase 3 (Homo sapiens), O15379; recombinant HDAC3, fluorogenic peptide/trypsin coupled; inhibition, % at 8.3 µM; hit rate 0.15% among 320,000; in the data active = inhibition above about 26%, passing the limit was not always enough; inconclusive = no clear call, values can overlap the other calls
Target sequence (O15379 whole entry, looked up): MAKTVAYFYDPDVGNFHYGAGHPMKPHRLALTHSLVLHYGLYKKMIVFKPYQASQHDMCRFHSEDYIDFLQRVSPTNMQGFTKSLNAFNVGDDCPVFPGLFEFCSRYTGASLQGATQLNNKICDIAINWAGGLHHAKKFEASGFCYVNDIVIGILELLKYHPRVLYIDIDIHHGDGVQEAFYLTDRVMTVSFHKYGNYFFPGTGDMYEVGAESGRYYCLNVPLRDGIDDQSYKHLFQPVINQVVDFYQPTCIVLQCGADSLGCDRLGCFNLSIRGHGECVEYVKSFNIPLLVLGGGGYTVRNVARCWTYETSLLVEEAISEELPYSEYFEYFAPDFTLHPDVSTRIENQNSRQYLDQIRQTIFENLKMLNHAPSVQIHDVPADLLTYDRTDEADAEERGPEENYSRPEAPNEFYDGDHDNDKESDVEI
Platelet DG rel: inhibitors of platelet dense granule secretion, primary screen, cell-based, MLPCN, human platelets. hit rate 0.22% among 300,000. human platelet-rich plasma, SFLLRN dense granule ATP release, luminescence. inhibition, %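 (compounds screened at 7.5 µM in platelet-rich plasma)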;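 active = mean replicate score, as percent of positive control, at or above 50; inconclusive = mean below 50 but at least one replicate at or above 50; inactive = mean and every replicate below 50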
GSK3A inh: blockers of GSK3A enzyme activity – biochemical, luminescence, cell-free homogeneous, HTS, primary screen. Glycogen synthase kinase-3 alpha (Homo sapiens), P49840. GSK-3 alpha kinase, ADP-Glo luminescence, 60 min. inhibition, % at 10 µM. hit rate 0.1% among 320,000. AID 2650, 2010;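 in the data active = inhibition above about 50%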;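 note: GST-tagged GSK-3 alpha with peptide substrate and 25 µM ATP; 0% = DMSO neutral wells and 100% = GW8510 positive control wells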
The depositor's hits bear a star; i = inactive; u = inconclusive; x = not tested or not shown. These rows are one share of the data; count on the stated rates, not on these rows.

SMILES	PolyA inh	HSF1 inhib	HSP90 refold inh	HSF-1 act	DYRK1A inh	GSK3B inh	AI-2 QS mod	HDAC3 inhib	Platelet DG rel	GSK3A inh
O=C1c2ccccc2C(O)(c2ncc[nH]2)N1CCc1ccccc1 (centres undefined)	i	-1	1	7	3	-3	-1	1	17	-4
NS(=O)(=O)c1ccc(CCNC(=O)Nc2ccc(Cl)cc2)cc1	i	-8	1	-9	-4	0	4	3	0	0
CC(=O)NC(Cc1cccc(F)c1)C(=O)NC1CCN(C(=O)c2ccc(C)cc2)CC1 (centres undefined)	i	-2	4	1	0	0	20	-5	8	0
Cc1ccc2c(c1)C(c1ccccc1)N(C(=O)C(C)C)CC(=O)N2 (centres undefined)	i	4	3	9	5	2	5	x	1	x
Cc1noc(C)c1CSCC(=O)Nc1cc(S(=O)(=O)N2CCCCC2)ccc1OC(C)C	i	13	x	21	-13	0	15	8	3	-2
Cc1ccc(C(=O)Nc2nc3ccccc3s2)s1	i	15	16	36	-5	0	11	-1	1	4
COCCNC(=O)C(c1ccco1)N(C(=O)Cn1nnc2ccccc21)c1cc(C)ccc1C (centres undefined)	i	-3	5	-26	-3	2	3	3	x	-3
Cc1c(/C=N/NC(=O)c2cccs2)c2ccccc2n1Cc1ccccc1Cl	i	14	9	15	0	-2	20	-6	9	-1
CCN(CC)CCOc1c(C)cccc1Cl	i	-4	0	2	0	1	9	-6	-2	0
O=c1c2ccccc2oc2cc(-c3ccc4[nH]ccc4c3)ccc12	i	28	x	27	-6	2	0	0	0	-1
CC(=O)c1c(C(C)=O)c(C)n(-c2ccc(N)c(C)c2)c1C	i	3	5	16	-7	2	11	-2	-2	-1
CCOC(=O)/C(C#N)=C\c1ccco1	i	3	-2	4	-10	2	21	-2	2	x

Just PolyA inh, for two of the compounds above:
SMILES | PolyA inh
Cc1ccc(C(=O)Nc2nc3ccccc3s2)s1 | i
COCCNC(=O)C(c1ccco1)N(C(=O)Cn1nnc2ccccc21)c1cc(C)ccc1C (centres undefined) | i

Remaining list, next part.
SMILES	PolyA inh	HSF1 inhib	HSP90 refold inh	HSF-1 act	DYRK1A inh	GSK3B inh	AI-2 QS mod	HDAC3 inhib	Platelet DG rel	GSK3A inh
Cc1ccc(C(=O)NCC(=O)NCC(c2cccs2)N2CCOCC2)cc1C (centres undefined)	i	-4	x	5	x	-1	10	7	-2	0
CC(=O)Oc1ccc2c(c1)cc(C)n2C	i	2	1	33	-7	2	5	3	9	0
O=C(Nc1ccccc1)Nc1ccccc1NS(=O)(=O)c1cccs1	i	-4	2	21	-1	2	12	8	-6	-3
Cc1cccc(C)c1NC(=O)COC(=O)CCC(=O)c1cccs1	i	-4	-5	4	6	-3	-5	-4	-8	2
O=C(NCC(=O)N(Cc1cccs1)C(C(=O)NC1CCCCC1)c1ccncc1)c1ccco1 (centres undefined)	i	-3	-3	-3	-2	1	38	6	-3	3
COc1ccccc1NC(=S)N1CCN(c2nc(-c3ccccc3)cs2)CC1	i	6	-5	10	-2	2	23	5	3	-1
CCOc1ccc(CN(C(=O)c2cc(=O)c3cc(C)cc(C)c3o2)C2CCS(=O)(=O)C2)cc1 (centres undefined)	i	7	2	12	0	1	-1	-6	3	0
O=C(c1c(F)cccc1F)N1CCCC(c2nc(-c3ccc(F)cc3)no2)C1 (centres undefined)	i	2	3	-4	12	-2	38	5	4	0
Cc1ccc(C)c(OCCn2c(=O)c3c(ncn3C3CCCC3)n(Cc3ccccc3)c2=O)c1	x	5	4	14	-6	1	20	-2	-5	-1
Cc1cccc(N(Cc2cc3ccccc3[nH]c2=O)C(=O)c2cccs2)c1	i	-24	3	-38	-4	1	29	-3	4	11
COc1cc(C)c(C(N)=O)c(OC)n1	i	3	2	32	3	1	24	-5	-1	0
O=c1c2ccccc2sc2ccc(C#CC3(O)CCCCC3)cc12	i	-92*	x	-94	11	-2	-8	6	33	3

Overlap with the part before: 4 compounds; new compounds follow.
SMILES	PolyA inh	HSF1 inhib	HSP90 refold inh	HSF-1 act	DYRK1A inh	GSK3B inh	AI-2 QS mod	HDAC3 inhib	Platelet DG rel	GSK3A inh
Cc1ccc(C)c(OCCn2c(=O)c3c(ncn3C3CCCC3)n(Cc3ccccc3)c2=O)c1	x	5	4	14	-6	1	20	-2	-5	-1
Cc1cccc(N(Cc2cc3ccccc3[nH]c2=O)C(=O)c2cccs2)c1	i	-24	3	-38	-4	1	29	-3	4	11
COc1cc(C)c(C(N)=O)c(OC)n1	i	3	2	32	3	1	24	-5	-1	0
O=c1c2ccccc2sc2ccc(C#CC3(O)CCCCC3)cc12	i	-92*	x	-94	11	-2	-8	6	33	3
O=[N+]([O-])c1ccc(N=Nc2ccc(O)cc2O)cc1	i	14	-1	-12	6	-2	53	u	u	2
COc1cc(NC(=O)CN2C(=O)COc3ccc(S(=O)(=O)N4CCOCC4)cc32)cc(OC)c1	i	1	-4	10	4	3	33	1	-10	-1
Cc1cc2ccccc2c(=O)n1CC(=O)Nc1ccc2c(c1)OCO2	i	-68*	4	-74	-4	-4	-54	-7	-2	-2
CCOc1cc(N2CCOCC2)c(OCC)cc1NC(=O)CSc1ncn[nH]1	i	-1	1	-4	x	1	11	4	-43	4
O=C(O)CCC(=O)CCC(=O)c1ccc(Cl)cc1	i	-4	-3	-1	-1	4	31	2	-1	-3
Cc1ccc(/C=C/C(=O)NCc2ccc3c(c2)OCO3)o1	i	2	10	-2	-5	-25	-43	0	3	1
CCOc1ccc(OCC)c(NC(=O)CSc2nnnn2CC)c1	i	-2	-3	2	3	1	11	4	4	-2
OC(CNCc1cccnc1)COc1ccc2ccccc2c1 (centres undefined)	i	1	1	3	12	4	4	3	-3	-1
Cc1ccc(-n2nnnc2-c2cnc(-c3cccnc3)nc2C(F)(F)F)cc1	i	-4	5	15	4	2	28	-3	-3	0
C#C[C@]1(O)CCC2C3CCC4=Cc5oncc5CC4(C)C3CCC21C (some centres undefined)	i	5	x	-5	7	1	5	6	0	-5
CCCc1nc2c(nnn2Cc2ccccc2F)c(=O)[nH]1	i	5	3	-5	2	-3	21	1	-1	0
Cc1ccc(-c2nc(C#N)c(N3CCC(C)CC3)o2)cc1	i	13	3	11	-12	0	14	-37	1	-2
CCC(=O)Nc1ccc2c(c1)nc(CCN1CCN(c3ccccn3)CC1)n2C	i	-1	3	28	-2	3	21	-7	-4	-2
c1ccc(CSc2nnc3ccc(-c4ccco4)nn23)nc1	i	4	2	-16	0	0	3	9	-2	0
CC1CCCCC1NC(=O)C1CCN(S(=O)(=O)c2cccc3nsnc23)CC1 (centres undefined)	i	-5	0	20	2	-1	11	2	-7	-3
O=C(CN(Cc1ccccc1)C1=NCCS1)c1ccccc1	i	2	3	0	2	1	30	x	9	x
CCOc1ccccc1NC(=O)CNC(=O)N1CC(=O)Nc2ccccc21	i	-1	1	2	-3	2	3	-2	-5	3
O=C(CNCc1ccccc1)Nc1ccc(Cl)cc1	i	-3	0	12	-3	-4	4	3	0	-1
COc1ccccc1CNC(=O)COn1nnc2ccc(S(=O)(=O)N3CCOCC3)cc21	i	2	x	10	1	0	-3	-2	-3	-2
CCCN(C(=O)Cc1ccc(S(=O)(=O)N2CCOCC2)s1)c1c(N)n(Cc2ccccc2)c(=O)[nH]c1=O	i	-7	-5	5	-1	4	25	4	-4	-3
CCc1ccc(NC(=O)C(=O)NCC(O)c2ccccc2)cc1 (centres undefined)	i	-6	6	-23	-1	1	10	2	5	-1
CC(=O)C1=C(c2ccccc2)NC(=S)NC1c1cc(Cl)c(OC(C)C)c(Cl)c1 (centres undefined)	i	8	6	29	0	-2	21	2	6	-2
O=C(CSC1CS(=O)(=O)c2cc([N+](=O)[O-])ccc21)NNC(=O)c1ccccc1 (centres undefined)	i	8	4	12	-4	-1	39	-2	22	1
Cc1ccc(S(=O)(=O)C(CNC(=O)C(C)C)c2cccs2)cc1 (centres undefined)	i	1	-4	-2	-2	1	30	-7	9	-1

Sorted by heavy-atom count (highest first): part of the list above
SMILES	PolyA inh	HSF1 inhib	HSP90 refold inh	HSF-1 act	DYRK1A inh	GSK3B inh	AI-2 QS mod	HDAC3 inhib	Platelet DG rel	GSK3A inh
CCOc1ccccc1NC(=O)CNC(=O)N1CC(=O)Nc2ccccc21	i	-1	1	2	-3	2	3	-2	-5	3
CCc1ccc(NC(=O)C(=O)NCC(O)c2ccccc2)cc1 (centres undefined)	i	-6	6	-23	-1	1	10	2	5	-1
O=C(CN(Cc1ccccc1)C1=NCCS1)c1ccccc1	i	2	3	0	2	1	30	x	9	x

(listing goes on)
SMILES	PolyA inh	HSF1 inhib	HSP90 refold inh	HSF-1 act	DYRK1A inh	GSK3B inh	AI-2 QS mod	HDAC3 inhib	Platelet DG rel	GSK3A inh
Cc1ccc(Nc2nc(Cl)c(C=O)s2)cc1	i	1	-3	15	-11	0	14	6	13	-1
COC(=O)c1cccc(Nc2nc(-c3cccnc3)nc3ccccc23)c1	i	-16	-3	-15	2	-3	24	2	-12	2
Cc1cccc(NC(=S)N(c2ccccc2)C(C)C)c1C	i	-4	1	-1	-7	0	18	7	-5	0
CC(C)(C)OC(=O)N1Cc2ccccc2C[C@H]1C(=O)NC1CCCC1	i	-12	-1	-32	7	0	21	8	0	0
CCC(C)Sc1nc2c(cnn2-c2ccc(C)c(C)c2)c(=O)[nH]1 (centres undefined)	i	8	-2	8	0	3	10	-2	3	-2
CS(=O)(=O)c1ccc(N2CCN(C3CC(=O)NC3=O)CC2)cc1 (centres undefined)	i	-9	-1	15	-3	-3	35	-1	-13	0
COC(=O)c1cnn(-c2ccccc2)c1N	i	-7	1	-10	2	-3	15	x	5	x
